MLL CXXC-DNA inh: blocks binding of human MLL CXXC domain to DNA. Q03164. MLL-CXXC / FITC-HOXA9 DNA fluorescence polarization. Potency, µM (series often up to 115 µM), for the others: top-dose activity change, negative = inhibition, most hits filed as inhibitors. hit rate 0.037% among 290,000; active = well fitted inhibition curve with a large enough effect in the polarisation, with a control signal flat, not every such curve was filed as active; inconclusive = small, poorly fitted or top-dose-only effect, or effect the other way, or a change in a side signal; inactive = no such curve, though single readings can be large or run the other way; the % refers to the polarisation
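Steps: dispense CXXC domain solution (7 uM) → pin compounds or unlabeled HOX-A9 DNA control → 5 min ambient → add FLSN-HOX-A9 solution (50 nM) → spin → 30 min ambient → fluorescence polarization. Tris pH 7.5/NaCl/DTT/BSA buffer.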
Rab9 prom act: activators of Rab9 promoter; Huh7 Rab9 promoter-luciferase reporter, luminescence, 24 h; Potency, µM (series often up to 9.22 µM), for the others: top-dose activation, negative = inhibition, most hits filed as activators; hit rate 2.8% among 320,000; AID 485297; also: % of control where 0% means no effect; nearly all actives have a fitted effect of over 60% in size
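Using Huh7 cells stably transfected with Rab9 promoter–luciferase, compounds were incubated 24 h at 37 °C, 5% CO2; luciferase luminescence was read 10 min after reagent addition.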
RORg inh: inhibitors of mouse ROR gamma transcriptional activity; Drosophila S2 Gal4-RORgamma UAS-luciferase reporter, 20 h; Potency, µM (top dose mostly 53.6 µM), for inactives: at the top dose activity change, negative = inhibition, usual class: inhibitors; hit rate 5.4% among 310,000; also: % is scaled to controls: 0 for no effect and ±100 for the full control effect; nearly all actives have a fitted effect of over 60% in size
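Drosophila Schneider cells stably carrying a metallothionein-driven Gal4 DBD–ROR gamma fusion and a UAS-Photinus luciferase reporter were exposed to compound for 1 hr, then induced with copper sulfate (700 uM final) for 20 hr at ambient temperature before luminescence reading.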
FLuc modulator: firefly luciferase modulation, counter-screen for miR-21 project. P08659. purified FLuc, Km substrates, luminescence inhibition. Potency, µM (highest dose often 57.5 µM), for the others: at the top dose activity change, negative = inhibition, hits mostly inhibitors. hit rate 6.9% among 360,000;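 also: plate controls were vehicle for no effect and reference inhibitor for full effect; nearly all actives have a fitted effect of over 55% in size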
Target sequence (P08659 whole entry, looked up): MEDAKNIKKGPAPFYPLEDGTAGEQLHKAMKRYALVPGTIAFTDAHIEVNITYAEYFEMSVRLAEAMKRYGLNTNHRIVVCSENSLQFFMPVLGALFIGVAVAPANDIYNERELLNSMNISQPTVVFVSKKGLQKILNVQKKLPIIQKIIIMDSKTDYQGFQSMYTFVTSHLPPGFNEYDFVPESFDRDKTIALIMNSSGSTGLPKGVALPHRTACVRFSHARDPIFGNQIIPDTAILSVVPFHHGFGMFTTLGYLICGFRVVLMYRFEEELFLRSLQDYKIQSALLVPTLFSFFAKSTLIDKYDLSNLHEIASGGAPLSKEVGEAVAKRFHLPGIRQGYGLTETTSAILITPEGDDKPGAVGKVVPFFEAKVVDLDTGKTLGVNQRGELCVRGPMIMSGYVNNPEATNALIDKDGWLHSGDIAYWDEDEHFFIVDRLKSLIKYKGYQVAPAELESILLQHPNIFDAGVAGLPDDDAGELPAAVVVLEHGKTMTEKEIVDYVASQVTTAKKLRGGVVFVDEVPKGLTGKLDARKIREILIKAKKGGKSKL
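Biochemical qHTS of compounds, final roughly 60 µM downward over six points, against 10 nM purified firefly luciferase using Km concentrations of substrates (10 uM D-luciferin, 10 uM ATP) in Tris acetate pH 7.5 buffer; luminescence output.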
ELG1 genotox: genotoxicity induction in ELG1-luciferase HEK293T cells | HEK293T ELG1-luciferase reporter, luminescence, 16 h | AID 504466 | hit rate 1.3% among 330,000 | Potency, µM (doses to about 46 µM), inactives show at the highest dose activity change, positive = activation, hits mostly activators; also: % of control where 0% means no effect; nearly all actives have a fitted effect of over 60% in size
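DMSO vehicle served as control against compound-treated ELG1-luciferase HEK293T cells; exposure lasted 16 hr at 37 °C and 5% CO2, followed by ONE-Glo luminescence detection after 30 min.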
uPA surface inh: cell surface uPA generation inhibition | cell surface uPA generation assay, qHTS | Potency, µM (doses to about 38.3 µM), inactives show at the top dose activity change, negative = inhibition, hits mostly inhibitors | hit rate 0.31% among 330,000 | AID 540303; active = well fitted inhibition curve with a large enough effect; inconclusive = small, poorly fitted or top-dose-only effect; inactive = no such curve, though single readings can be large or run the other way; tested in mouse RAW 264.7 cells; also: % is scaled to controls: 0 for no effect and ±100 for the full control effect; nearly all actives have a fitted effect of over 55% in size
MBNL1 CUG block: blocks human MBNL1 binding to CUG repeat RNA; Q9NR56; TR-FRET MBNL1-His/biotin-(CUG)12 binding, 665/545 ratio; Potency, µM (doses to about 57.5 µM), inactives show top-dose activity change, negative = inhibition, most hits filed as inhibitors; hit rate 0.036% among 280,000; AID 2675; active = well fitted inhibition curve with a large enough effect in the signal ratio, with a control signal flat, not every such curve was filed as active; inconclusive = small, poorly fitted or top-dose-only effect, or effect the other way, or a change in a side signal; inactive = no such curve, though single readings can be large or run the other way; the % refers to the signal ratio; also: % is scaled to controls: 0 for no effect and ±100 for the full control effect
Target sequence (Q9NR56 whole entry, looked up): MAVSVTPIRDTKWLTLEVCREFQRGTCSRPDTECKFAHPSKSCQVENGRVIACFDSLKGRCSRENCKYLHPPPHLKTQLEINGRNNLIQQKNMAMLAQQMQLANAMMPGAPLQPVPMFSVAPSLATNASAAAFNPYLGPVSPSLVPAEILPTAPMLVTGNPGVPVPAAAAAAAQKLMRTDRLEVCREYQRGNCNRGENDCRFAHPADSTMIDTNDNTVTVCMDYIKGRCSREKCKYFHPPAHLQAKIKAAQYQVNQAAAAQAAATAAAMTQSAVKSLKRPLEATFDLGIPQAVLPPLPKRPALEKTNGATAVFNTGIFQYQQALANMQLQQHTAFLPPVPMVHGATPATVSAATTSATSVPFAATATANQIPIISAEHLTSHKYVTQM
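TR-FRET readout: Ex 340 nm, 665/545 nm emission ratio, normalized to buffer-only (basal) and MBNL1-(CUG)12 controls. Complex of MBNL1-His with Biotin-(CUG)12, compounds 92 nM–58 uM, incubated 60 min at room temperature.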
NPC1 prom act: NPC1 promoter activation. Huh7 NPC1 promoter luciferase reporter, 24 h. Potency, µM (doses to about 9.22 µM), inactives show at the highest dose activation, hits mostly activators. hit rate 2.4% among 320,000. AID 485313;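 also: % of control where 0% means no effect; nearly all actives have a fitted effect of over 60% in size; reporter is driven by a mutant NPC1 promoter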
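Luminescence read-out of NPC1 promoter-driven luciferase in stably transfected Huh7 cells; compounds delivered in DMSO and left 24 h at 37C, 5% CO2, qHTS titration format.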
BRCA1 expr up: increases BRCA1 expression; hit rate 1.1% among 380,000; MCF7-BRCA1-FFLuc reporter, luminescence, 48 h; response scale: scaled: vehicle 0%, 10 µM genistein 100%; Potency, µM (top dose mostly 46.1 µM), inactives show at the top dose activation, usual class: activators; AID 624202; also: nearly all actives have a fitted effect of over 80% in size; some results filed as inactive show a strong effect at the top dose
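First, MCF7-BRCA1-FFLuc cells (2000/well) attach for 2 h; next, compounds are pin-added and incubated 48 h at 37 °C; finally, luciferase reagent is added and luminescence read after 15 min.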
VP16 counter: inhibits Gal4-VP16 luciferase reporter, ROR gamma counter-screen; Drosophila S2 Gal4-VP16 UAS-luciferase, luminescence, 20 h; Potency, µM (highest dose often 53.6 µM), inactives show at the highest dose activity, negative = inhibition, usual class: inhibitors; hit rate 3.5% among 310,000; AID 2546;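 also: Gal4-VP16 expression switched on by copper sulfate through the metallothionein promoter; % is scaled to controls: 0 for no effect and ±100 for the full control effect; nearly all actives have a fitted effect of over 50% in size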
p53 reactivation: restores transcriptional activity of mutant p53. hit rate 0.063% among 320,000. AID 504706. Potency, µM (doses to about 92.2 µM), for inactives: top-dose activity change, positive = activation, usual class: activators. H1299 p53-A138V BP100-luciferase reporter, luminescence, 24 h; also: % of control where 0% means no effect; nearly all actives have a fitted effect of over 45% in size
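H1299 (p53-null), stable ts p53-A138V + BP100-Luc; 1000 cells/well, Opti-MEM/10% FBS; cpd 4 pt, 1:5; 24 h, 37 deg C, 5% CO2; detection reagent 10 min RT; luminescence.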
An asterisk follows results filed as active; ? = inconclusive; / = no result given; & = joins results of further samples; [ ] = another dose, or the depositor's remark. Unless noted, calls follow the shape of the dose curve; as a rule, active = well fitted curve in the direction sought with a large enough effect; inconclusive = small, poorly fitted or top-dose-only effect, or another doubt; inactive = no such curve, though single readings can be large; an effect the other way counts as inactive or inconclusive. Potency is read from the fitted curve at half-maximal effect. The list is partial, so the mix of outcomes need not match the whole.

SMILES	MLL CXXC-DNA inh	Rab9 prom act	RORg inh	FLuc modulator	ELG1 genotox	uPA surface inh	MBNL1 CUG block	NPC1 prom act	BRCA1 expr up	VP16 counter	p53 reactivation
CCOC(=O)C1=C(COC(=O)/C=C/c2ccccc2)NC(=O)NC1C (configuration not stated)	/	-3%	/	-8%	14%	-5%	/	0%	12%	/	-2%
Cc1oc(-c2cccs2)nc1CS(=O)CC(=O)NCCc1ccccc1 (configuration not stated)	1%	0%	34%	3%	5%	4%	-11%	-4%	-22%	8%	-1%
CCOC(=O)c1c(C)[nH]c(C(=O)Cn2c(=O)c3c(ncn3CC)n(Cc3ccccc3)c2=O)c1C	15%	3%	-11%	1%	-2%	8%	-1%	-4%	-44%	-17%	-11%
CCn1cc(C(=O)NCCC(C)C)c(=O)c2cc(S(=O)(=O)N3CCCCC3)ccc21	-6%	-2%	0%	1%	-5%	6%	4%	-10%	19%	2%	10%
CCO/C(C)=C1\C(=O)Nc2ccccc21	6%	2%	6%	-3%	-1%	7%	0%	2%	-14%	2%	18%
Cc1ccc(C(=O)Nc2ccc(Oc3cccc(C(F)(F)F)c3)nc2)cc1	4%	-32%[inhibitor]	23%	3%	-2%	0%	/	-13%	-31%	-10%	-2%
COc1cc(/C=C/c2ccc3cccc(O)c3n2)ccc1O	69%[activator]	3.2µM*	3.2µM*	6.7µM*	16µM*	7%	34%[activator]	?	11µM*	3.2µM*	?
O=C(Nc1ccccc1C(=O)NCC1CCCO1)c1ccc(Cl)cc1Cl (configuration not stated)	-14%	7%	15%	?	-1%	/	2%	2%	-18%	1%	-6%
CCN(CC)c1ccc(/C=N/NC(=O)c2ccccn2)cc1	26%	0.71µM*	?	2.4µM*	?	-17%	?	0.45µM*	11%	-8%	7%
CCCCNC(=S)NNC(=O)c1csc(C)c1C	-5%	?	?	-7%	2%	4%	-13%	10%	-2%	14µM*	8%
CCc1c(-c2ccccc2)nc2nc(C)c(C)nn12	16%	7%	7%	?	13%	-3%	?	2%	47%	21%	1%
COc1cc2c(cc1OC)C(c1ccc(-c3ccc(Cl)c(Cl)c3)o1)=NCC2	14%	-8%	13µM*	15µM*	-16%	-9%	?	-1%	-44%&-22%	?	-2%
Cc1ccc(NC(=O)C(OC(=O)c2ccccc2Cl)c2ccccc2)cc1Cl (configuration not stated)	0%	3%	25%	-8%	-1%	2%	-5%	0%	29%	-11%	?
CCOc1ccc(CCNC(=O)C2CCN(S(=O)(=O)N3CCCCC3)CC2)cc1OCC	-1%	-4%	20%	7%	1%	2%	-29%	-3%	-14%	-5%	3%
O=C1C=C(NCCc2ccccc2)C2(CCCCC2)O1	1%	-5%	1%	-2%	-8%	-7%	-8%	0%	16%	3%	-5%
CCCCN(C(=O)c1cccc(-n2cccc2)c1)c1c(N)n(CCCC)c(=O)[nH]c1=O	/	-5%	/	-3%	3%	1%	/	0%	-6%	/	-9%
Cc1ccc(CNC(=O)CC2(CC3=NS(=O)(=O)c4ccccc4N3)CCCC2)cc1	0%	-1%	12%	-6%	0%	29%	-5%	6%	-37%	?	0%
CCO[C@H]1OC(C(=O)N2CCOCC2)=C[C@@H](c2ccc(Br)cc2)[C@@H]1CCCO	-30%	0%	2%	1%	4%	8%	-9%	-2%	-23%	1%	-2%
Cc1ccc2nc(-c3ccccc3)oc(=O)c2c1	-12%	2%	4%	3.8µM*	5%	12%	-14%	-7%	60%	5%	?
CCCOc1ccc(C2=CSC3=NCCN23)cc1Cl	-6%	-7%	?	-6%	0%	-5%	-1%	-3%	-40%	-3%	-4%
COc1ccccc1CNC(=O)c1ccccc1C(=O)NC(CC(C)C)C(=O)NCc1ccccc1OC (configuration not stated)	9%	4%	7%	0%	-3%[9.26 µM]	-30%	0%	-4%	6%	-2%	-6%
COC(=O)c1cccc(S(=O)(=O)N2CCN(c3nc4ccccc4s3)CC2)c1	33%[activator]	-3%	1%[0.365 µM]	6%	8%	-12%	-4%	-2%	28%	/	4%
O=C(CNC(=O)c1ccccc1F)NCCc1ccccc1F	/	18%	/	/	8%	12%	/	11%	?	/	?
Nc1nc(NCCO)nc(NCc2ccccc2)c1[N+](=O)[O-]	11%	-10%	0%	-1%	0%	0%	?	0%	-14%	8%	-3%
Cc1ccc(-n2ncc3c(SCc4ccccc4)ncnc32)cc1	-5%	?	?	11µM*	?	6%	4%	4µM*	4.5µM*	?	?
CCOC(=O)c1c(S(=O)(=O)NCC(=O)N2CCN(c3cccc(OC)c3)CC2)c(C)n(C)c1C	3%	0%	-14%	0%	0%	-8%	-5%	-1%	4%	1%	8%
CN(CC(=O)Nc1cccc(F)c1)C(=O)c1ccc(-c2cccc(C(F)(F)F)c2)o1	/	6%	/	0%	3%	-1%	/	-5%	-26%	/	-1%
CC1CCCC(NC(=O)C2CCN(S(=O)(=O)c3cnc[nH]3)CC2)C1C (configuration not stated)	4%	3%	-1%	1%	1%	5%	-8%	-1%	2%	3%	1%
COc1ccc2cc(S(=O)(=O)N3CCCCC3)ccc2c1S(=O)(=O)N1CCCCC1	6%	-5%	-7%	-1%	-28%	-8%	-15%	0%	-76%	3%	-7%
COc1ccc(CC2(CO)CCN(Cc3cnn(-c4ccc(F)cc4)c3)CC2)cc1	8%	-29%	5%	1%	-4%	-1%	0%	-11%	2%	1%	1%
CCOC(OCC)P(=O)(C(C)C)C(C)C	-3%	1%	11%	1%	0%	-3%	5%	-1%	-4%	-2%	0%
Cc1ccc(Oc2ccc(S(=O)(=O)NCC(C)(C)N3CCOCC3)cc2)cc1	23%	-4%	5%	0%	/	-4%	6%	-2%	-31%	-2%	/
CC(OC(=O)/C=C/c1cccc(Cl)c1)C(=O)NC1CCCCC1C (configuration not stated)	/	-2%	/	5%	0%	-1%	/	-1%	3%	/	6%
CCOC(=O)CC(NC(=O)Cn1nnc(-c2ccccc2F)n1)c1ccccc1Cl (configuration not stated)	-1%	-2%	12%	-7%&-17%	-2%	-22%	-2%	1%	-21%&-10%	-1%	-1%
CCn1nnnc1NCc1ccc(N2CCCC2)cc1	4%	-1%	2%	5%	12%	9%	10%	-1%	-23%	-4%	-2%
CCOC(=O)C1CCCN(C(=O)N2CCOCC2)C1 (configuration not stated)	4%	9%	?	-1%	2%	-3%	4%	-1%	0%	-12%	4%
CC(C)Cn1c(Br)nc2c1c(=O)n(CCC#N)c(=O)n2C	7%	-9%	1%[10 µM]	-1%	-1%	-13%	-8%	1%	-15%	-12%	2%
Cc1ccccc1N1C(S)=C(C#N)C(=O)NC12CCCCC2	2%	-3%	29%	6%	0%	-3%	-11%	-3%	-6%	-6%	?
CCOC(=O)N1CCN(C(=O)CSc2nc(-c3cccc(C)c3)ns2)CC1	-2%	-7%	29%	17µM*	0%	1%	10%	-1%	-30%	18%	3%
COc1ccc(C(CC(=O)N2CCCCC2)c2c(O)cc(OC)cc2OC)cc1 (configuration not stated)	6%	-9%	?	-1%	5%	18%	-8%	-4%	-10%	23%&-25%	-6%
Cc1ccc2nc(SCC(=O)Nc3ccc4c(c3)OCCO4)[nH]c2c1	-3%	1%	4%	15µM*	17%	0%	-3%	-5%	66%	-4%	5%
CCOc1cccc(C(=O)NNC(=O)CCC(=O)O)c1	10%	0%	5%	6%	0%	2%	-20%	1%	4%	1%	-1%
CCCCn1c(NS(=O)(=O)c2ccc(C)cc2)c(S(=O)(=O)c2ccccc2)c2nc3ccccc3nc21	1%	-6%	-15%	-17%	1%	0%	-16%	1%	-25%	-9%	?
COc1ccc(CC(=O)Nc2ccccc2N2CCCC2)cc1OC	-8%	0%	26%	-1%	-11%	2%	-12%	2%	-10%	10%	-15%
Cc1ccc(Oc2ccc(NC(=O)c3ccco3)cc2)cc1	7%	?	31%[10 µM]	27µM*	?	0%	-17%	3.2µM*	11µM*	-3%	14%
O=S1(=O)N=C(Nc2ccc(O)cc2)c2ccccc21	2%	-3%	3%	-3%	0%	-3%	2%	1%	-14%	4%	0%
O=C(NCC(=O)N(CC1CCCO1)C(C(=O)NC1CCCC1)c1ccc(F)cc1)c1ccco1 (configuration not stated)	-1%	-2%	6%	2%	2%	-4%	1%	-2%	14%	-7%	-5%
O=C(CN(c1ccc(Cl)c(C(F)(F)F)c1)S(=O)(=O)c1ccccc1)N1CCOCC1	3%	13%	19%	-2%	-1%	-3%	-8%	0%	-2%	-10%	-2%

Source: PubChem
